PAFAH1B3 FP inh: PAFAH1B3 (human) inhibition; Q15102; recombinant PAFAH1B3, FP-rhodamine probe, fluorescence polarization; inhibition, % at 3.39 µM; 0.28% of 340,000 active; AID 492972;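 active = inhibition above the screen-wide average of all tested compounds plus 3 SD, cut at about 25% in these data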;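 note: 0% = enzyme with DMSO only and 100% = wells lacking PAFAH1B3 protein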
Target sequence (Q15102 whole entry, looked up): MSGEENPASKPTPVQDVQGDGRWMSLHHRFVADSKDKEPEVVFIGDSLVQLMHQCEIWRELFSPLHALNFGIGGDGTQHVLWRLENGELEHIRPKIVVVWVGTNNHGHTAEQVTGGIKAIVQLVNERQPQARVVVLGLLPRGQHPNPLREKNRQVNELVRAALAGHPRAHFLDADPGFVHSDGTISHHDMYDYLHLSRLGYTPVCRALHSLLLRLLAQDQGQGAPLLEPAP
PAFAH1B2 FP inh: PAFAH1B2 (human) inhibition; AID 492953; 1.2% of 340,000 active; recombinant PAFAH1B2, FP-rhodamine activity probe, fluorescence polarization; inhibition, % at 3.39 µM;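 active = inhibition above the mean of all tested compounds plus 3 SD, cut at about 24% in these data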;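 note: 0% = enzyme with DMSO and 100% = wells lacking PAFAH1B2; many of its hits are not listed in these tables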
Target sequence (P68402 whole entry, looked up): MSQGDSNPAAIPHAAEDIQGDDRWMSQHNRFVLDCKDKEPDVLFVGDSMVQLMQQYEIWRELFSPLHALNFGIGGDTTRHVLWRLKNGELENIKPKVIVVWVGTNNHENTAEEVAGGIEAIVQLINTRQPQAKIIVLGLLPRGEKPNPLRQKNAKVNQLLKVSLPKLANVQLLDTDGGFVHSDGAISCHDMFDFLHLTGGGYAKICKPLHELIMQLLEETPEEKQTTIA
PAFAH2 FP inh: inhibitors of human PAFAH2 | recombinant PAFAH2, FP-rhodamine activity probe, fluorescence polarization | inhibition, % at 3.39 µM | 0.99% of 340,000 active;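 active = inhibition above the mean over all tested compounds plus 3 SD, cut at about 30% in these data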;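 note: inhibitors block probe labeling of enzyme so polarization drops; 0% = enzyme with DMSO and 100% = wells lacking PAFAH2 protein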
Starred values were filed as active, the others as inactive. These rows are one share of the data (hit frequency here may not be typical).

Values run as follows: PAFAH1B3 FP inh, PAFAH1B2 FP inh, PAFAH2 FP inh
CN(C)CC1CCC/C(=C\c2ccc(OC(=O)/C=C/c3ccc(Cl)c(Cl)c3)cc2)C1=O (stereo not drawn)
→ -2.2, 2.8, -2.8
Cc1cccc(C(=O)NNC(=O)c2ccc3ccccc3c2)c1
→ 7.6, 2.6, -5.8
CN(CCc1ccccc1)C(=O)c1ccc(NC(=O)Cc2ccc(NC(=O)C3CCN(C(=O)C4CC4)CC3)cc2)cc1
→ -5.0, -2.8, 6.2
O=C(c1ccc(Cl)cc1)C1CCN(C(=S)Nc2ccccc2)CC1
→ 3.8, 2.3, -3.5
CC(=Nc1ccccc1)C1=C(O)C(CC(C)C)NC1=O (stereo not drawn)
→ 8.7, 4.1, 3.9
COc1ccc(N=C2S/C(=C\c3ccc(OC(C)C(=O)O)c(OC)c3)C(=O)N2CCc2c[nH]c3ccccc23)cc1 (stereo not drawn)
→ 9.8, 0.7, 4.0
COc1ccc(-c2ccc3c(c2)C2CC3CCN2C(=O)C(C)(C)C)cc1 (stereo not drawn)
→ 8.9, 4.1, -5.3
Nc1ccc2c(c1)C(=O)c1ccc(N)cc1-2
→ 4.5, 3.0, 6.5
Nc1ncc2[nH]c(N)nc2n1
→ 7.4, 3.4, 4.0
O=C(C(=Cc1ccccc1)CN1CCCCC1)c1ccccc1
→ 3.8, 7.0, -3.1
CC(C)N1C/C(=C/c2cccnc2)C(=O)/C(=C/c2cccnc2)C1
→ 6.8, -2.3, -4.3
CCN1C/C(=C\c2cccc([N+](=O)[O-])c2)C(=O)/C(=C/c2cccc([N+](=O)[O-])c2)C1
→ 7.2, 1.1, -4.0
O=C(O)c1ccccc1C1c2ccccc2Oc2ccccc21
→ -3.9, 11.2, 2.3
CC(=O)OCC1OC(n2c(-c3ccc(Cl)cc3)ccc(C#N)c2=S)C(OC(C)=O)C(OC(C)=O)C1OC(C)=O (stereo not drawn)
→ 5.4, 3.6, -3.9
COCCN(CCOC)c1nc(-c2ccccc2)nc2ccccc12
→ 6.9, 7.3, 8.4

Next section:
Values run as follows: PAFAH1B3 FP inh, PAFAH1B2 FP inh, PAFAH2 FP inh
O=S(=O)(c1ccccc1)C1CC1(c1ccccc1)c1ccccc1 (stereo not drawn)
→ 5.1, 7.5, 4.6
Oc1c(C(c2ccccc2)N2CCOCC2)ccc2ccccc12 (stereo not drawn)
→ 1.6, -4.1, 4.7
Cc1c(Cl)c(C(F)F)nn1CC(=O)NC1C(=O)N2C(C(=O)O)=C(CSc3nnnn3C)CSC12 (stereo not drawn)
→ 5.0, 1.0, 2.2
COc1ccc(CN2CCC(Cc3ccccc3)CC2)c(C)c1C
→ 13.9, 8.2, 2.8
CC(=O)c1ccc(OCC(=O)Nc2cccc(C(=O)Nc3c(C)n(C)n(-c4ccccc4)c3=O)c2)cc1
→ 0.7, 0.5, 1.9
COc1ccc(CCC(=O)NNC(=O)Nc2ccccc2Cl)cc1
→ 5.5, 0.8, 3.8
O=C(Oc1ccccc1Cl)c1ccccc1
→ 4.7, 3.7, -2.2
CN(C)S(=O)(=O)c1cccc(NC(=S)N/N=C/c2ccc(O)c(O)c2O)c1
→ 10.9, 8.4, 11.9
CC(=O)c1cccc(S(=O)(=O)N2CCCC(c3nc4c(nnn4Cc4ccccc4Cl)c(=O)[nH]3)C2)c1 (stereo not drawn)
→ -3.9, -3.0, 15.8
COc1ccc(-c2ccc(-c3noc(-c4ccccc4F)n3)c(OC)n2)cc1
→ 0.1, 0.4, -0.7
CC(=NN=C(C)c1ccc(O)cc1)c1ccc(O)cc1
→ 6.3, -1.2, -6.9
O=C1CC(NNc2ccccc2)C(=O)N1c1ccc(N2CCCCC2)cc1 (stereo not drawn)
→ 11.4, 6.7, 1.2
C/C(=N\NC(=O)c1nn(C)c(C)c1Br)c1ccc(NC(=O)C2CCCC2)cc1
→ 5.3, 1.5, 0.1
COc1ccc(C(C)(C)C)cc1NC(=O)CCCN1C(=O)CN(C)C1=O
→ 1.9, 5.0, 0.2
CC(=O)c1cccc(OCc2cc(C(=O)N(C)CCc3cnn(C)c3)no2)c1
→ -2.6, -0.7, -6.2

New compounds follow
Values run as follows: PAFAH1B3 FP inh, PAFAH1B2 FP inh, PAFAH2 FP inh
O=C(CSc1nnnn1C1CCCC1)N1CCCCC1
→ 2.7, 1.4, -0.7
O=[N+]([O-])c1ccc(C=NNc2ccc(S(=O)(=O)O)cc2)cc1
→ 8.5, 4.3, 8.5
O=[N+]([O-])c1ccc(N2CCN(c3ccccc3F)CC2)nc1
→ 3.7, 7.2, -1.4
NC(N)=N/N=C(\N=Nc1ccccc1)c1ccc(Cl)cc1
→ 9.6, 2.4, 10.0
Cc1ccc(S(=O)(=O)NNC(=O)c2ccc(NC(=O)C3CC3)cc2)cc1
→ 2.6, 1.6, 6.6
O=C1NC(=O)C(=Cc2ccc(Cl)c(Cl)c2)S1
→ 9.4, 18.0, 1.4
CSc1ccc(/C=N/n2c(C)nc3ccccc3c2=O)cc1
→ 6.5, 0.6, -2.7
CCN(CC)C(=O)Cn1cc([N+](=O)[O-])cc1[N+](=O)[O-]
→ 7.3, 5.8, 7.0
Cc1cc(C)c2nc3nc(C)c(C)cc3c(N)c2c1
→ 0.7, 3.5, -1.8
Cc1ccc(NC(=O)c2ccc(S(=O)(=O)N3CC(C)CC(C)C3)cc2)cc1S(=O)(=O)N1CCOCC1 (stereo not drawn)
→ -23.1, -24.1, -26.2
CCc1cc2c(CN3CCN(Cc4ccccc4)CC3)cc(=O)oc2cc1O
→ 6.5, 2.8, -2.9
COc1cc(C(=O)N/N=C/c2cn(Cc3cccc(F)c3)c3ccccc23)ccc1O
→ 33.7*, 9.5, -14.2
CC(CCc1ccccn1)C(=O)C(C)CCc1ccccn1 (stereo not drawn)
→ 6.9, 3.6, -0.1
CC(C)N(C(=O)COC(=O)Cn1cnc2ccccc21)c1ccccc1
→ 6.3, 9.9, 0.3
Cc1ccc(CNC(=O)Nc2ccc(F)cc2)n1C
→ 3.7, -1.0, 0.1

Going on with the list.
Values run as follows: PAFAH1B3 FP inh, PAFAH1B2 FP inh, PAFAH2 FP inh
Cc1c(Br)cccc1NC(=O)c1sccc1-n1cccc1
→ 2.8, 5.4, 2.9
CCCC(=O)Nc1ccc(-c2nc3ncccc3o2)cc1
→ 4.7, 1.3, -0.8
CCOC(=O)N1CCN(C(=O)COC(=O)c2cccc(S(C)(=O)=O)c2)CC1
→ -0.4, 3.9, -11.9
O=C1NC(=S)NC(=O)C1=Cc1ccccc1C(=O)O
→ 15.8, 5.0, -10.0
CCOC(=O)c1[nH]c2c(OCC)nc(OCC)nc2c1Br
→ 10.0, 1.2, 9.3
CCN(CC(=O)Nc1c(F)cccc1F)C(=O)c1cccc(-n2cnnn2)c1
→ 3.7, 0.6, -0.1
CC(N)C(=O)NC(CO)C(O)C(N)C=O (stereo not drawn)
→ 7.9, 0.9, -1.4
CCCCn1c(NC(=O)c2ccccc2)c(C#N)c2nc3ccccc3nc21
→ 59.4*, 44.4*, 55.4*
CN(CCOc1ccccc1)C(=O)C1CCC(=O)N(CCc2ccc(Cl)cc2)C1 (stereo not drawn)
→ 4.9, 3.3, 11.4
COc1cc(C2c3cc(O)c(OC)cc3CC(C(=O)O)C2CO)ccc1O (stereo not drawn)
→ 9.2, 2.0, 5.7
Cc1ccccc1NC(=O)COC(=O)c1n[nH]c(=O)c2ccccc12
→ 4.2, -0.3, -4.1
Nc1cc(SCc2ccc([N+](=O)[O-])cc2)ncn1
→ -2.2, 3.4, 0.8
COc1ccc(C(C#N)=C2C=CC(=NO)C(C)=C2Cl)cc1
→ 3.6, 7.9, 8.5
Cc1nn(Cc2ccccc2)c(C)c1NC(=O)CSc1nc(-c2ccccc2)nc2c1cnn2-c1ccccc1
→ 0.2, 8.0, -7.3
NC(=O)c1ccc(NC(=O)COC(=O)c2c3c(nc4ccccc24)/C(=C\c2ccc4c(c2)OCO4)CCC3)cc1
→ -28.2, -3.7, -19.1

Only PAFAH1B3 FP inh and PAFAH2 FP inh, for three of the compounds above:
SMILES,PAFAH1B3 FP inh,PAFAH2 FP inh
CCOC(=O)N1CCN(C(=O)COC(=O)c2cccc(S(C)(=O)=O)c2)CC1,-0.4,-11.9
O=C1NC(=S)NC(=O)C1=Cc1ccccc1C(=O)O,15.8,-10.0
CCOC(=O)c1[nH]c2c(OCC)nc(OCC)nc2c1Br,10.0,9.3

(next part)
SMILES	PAFAH1B3 FP inh	PAFAH1B2 FP inh	PAFAH2 FP inh
Cc1cc2c(Nc3ccc(O)cc3)ncnc2s1	7.2	1.0	0.0
O=C(Nc1c[nH]c(=O)[nH]c1=O)c1cccc([N+](=O)[O-])c1	19.4	-6.6	-4.5
O=C(OCCOCCOC(=O)Oc1ccccc1)Oc1ccccc1	2.1	7.1	1.0
CCOC(=O)C1CCCN(C(=O)C2COc3ccccc3O2)C1 (stereo not drawn)	7.8	5.0	3.3
CCOC(=O)Nc1ccc2c(c1)C(=NNC(N)=S)c1ccccc1-2	4.6	7.7	-0.4
CC(=O)OCC(=O)C1CCC2C3CCC4=CC(=O)C=CC4(C)C3CCC12C (stereo not drawn)	12.0	0.8	-4.6
Cc1[nH][nH]c(=O)c1C(c1ccc(-c2ccc(C(=O)O)cc2)o1)c1c(C)[nH][nH]c1=O	16.8	4.6	0.7
FC(F)(F)c1ccc2c(c1)C1C=CCC1C(c1ccncc1)N2 (stereo not drawn)	7.0	1.2	8.9

Remaining list, next part.
SMILES	PAFAH1B3 FP inh	PAFAH1B2 FP inh	PAFAH2 FP inh
COC(=O)CNC(=O)CSc1nc2c(sc(=S)n2-c2ccccc2)c(=O)[nH]1	6.8	9.8	11.6
NS(=O)(=O)c1ccc(NC(=O)Nc2ccc3c(c2)OCO3)cc1	-2.6	-1.8	-4.5
Cc1ccc(SC[C@H](Cc2ccccc2)N2CCN(C)CCC2=O)cc1	1.6	10.5	3.7
Cc1ccc(/C=C/C(=O)OCC(=O)NCc2ccccc2)o1	-6.4	0.8	51.5*
Nc1ncnc(N2CCOCC2)n1	6.2	2.8	1.3
CCN(/N=C/c1ccc(N(C)C)cc1)c1nc2ccccc2[nH]1	-0.2	0.1	4.2
Cc1nnc(SCC(=O)Nc2cc(S(=O)(=O)N3CCOCC3)ccc2C)s1	6.9	6.4	1.1
CC(C)c1ccccc1OCC(=O)Nc1nnc(C2CC2)s1	-2.3	-0.6	-3.6

Ordered by the number under PAFAH1B3 FP inh (falling): 3 of the compounds above.
Molecule	PAFAH1B3 FP inh
COc1ccc(N=C2S/C(=C\c3ccc(OC(C)C(=O)O)c(OC)c3)C(=O)N2CCc2c[nH]c3ccccc23)cc1 (stereo not drawn)	9.8
O=C(OCCOCCOC(=O)Oc1ccccc1)Oc1ccccc1	2.1
NS(=O)(=O)c1ccc(NC(=O)Nc2ccc3c(c2)OCO3)cc1	-2.6

New compounds follow
SMILES	PAFAH1B3 FP inh	PAFAH1B2 FP inh	PAFAH2 FP inh
O=C(C=Cc1ccc(Cl)s1)c1ccc(Cl)s1	3.4	-1.6	4.7
Cc1nnc(SC(C)C(=O)NC2CCCCC2)[nH]c1=O (stereo not drawn)	-3.4	0.3	1.7
COc1ccc(C(CNC(=O)c2ccc(NS(=O)(=O)c3ccc(F)c(C)c3)cc2)N2CCCC2)cc1 (stereo not drawn)	3.9	5.8	0.5
CCOc1ccc(C(=O)CCC(=O)Nc2ccccc2C)cc1	5.5	8.6	-4.7
CCc1ccc(OCC2Cn3c(nc4c3c(=O)[nH]c(=O)n4C)O2)cc1 (stereo not drawn)	10.7	6.4	5.6
O=C(Nc1ccc(O)cc1)c1ccc(NC(=O)C2CCCO2)cc1 (stereo not drawn)	7.4	-2.2	7.9
CC(=O)c1cccc(NC(=O)/C=C/c2ccc([N+](=O)[O-])s2)c1	9.3	5.0	5.5
C/C(=N\NC(=O)C1CC1)c1ccc(C)c(C)c1	-10.1	0.0	-5.3

Next part:
SMILES	PAFAH1B3 FP inh	PAFAH1B2 FP inh	PAFAH2 FP inh
Cc1cc([N+](=O)[O-])ccc1NS(=O)(=O)c1ccccc1	11.6	4.6	-0.1
c1ccc(CCc2cccnc2)cc1	-2.7	3.4	-7.6
COc1ccccc1/C=C1\Cc2ccccc2C1=O	5.0	3.1	-3.5
N#CCc1nc2c3c4c(sc3ncn2n1)CCCC4	-3.6	0.6	-0.6
O=[N+]([O-])c1ccc(S(=O)Cc2ccccc2)c([N+](=O)[O-])c1 (stereo not drawn)	7.3	2.4	5.9
CCCCN1CC(COCc2ccccc2)Oc2cccc(F)c2S1(=O)=O (stereo not drawn)	3.6	0.9	-6.4
CC(C)N1C(=O)C(=O)N(CC(=O)N2c3ccccc3NC(=O)CC2C)C1=O (stereo not drawn)	3.0	4.2	2.1
C/C(CC(=O)Nc1ccc(C)c(Cl)c1)=N\NC(=O)c1ccncc1	6.2	0.2	2.1

Of the compounds above, four have a cyano group.
SMILES	PAFAH1B3 FP inh	PAFAH1B2 FP inh	PAFAH2 FP inh
CC(=O)OCC1OC(n2c(-c3ccc(Cl)cc3)ccc(C#N)c2=S)C(OC(C)=O)C(OC(C)=O)C1OC(C)=O (stereo not drawn)	5.4	3.6	-3.9
CCCCn1c(NC(=O)c2ccccc2)c(C#N)c2nc3ccccc3nc21	59.4*	44.4*	55.4*
COc1ccc(C(C#N)=C2C=CC(=NO)C(C)=C2Cl)cc1	3.6	7.9	8.5
N#CCc1nc2c3c4c(sc3ncn2n1)CCCC4	-3.6	0.6	-0.6

Source: PubChem (The Scripps Research Institute Molecular Screening Center)
